L major viab: inhibitors of Leishmania major promastigote growth; actives 9% (n = 200,000); Leishmania major promastigotes, resazurin fluorescence viability; inhibition, % at 10 µM;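 further: promastigotes grown with compound for 44 hours at 28 °C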
DTT redox prof: compounds producing H2O2 with reducing agent – biochemical, NIH compound library profiling, artefact control for MLSCN library redox annotation, primary screen | actives 0.03% (n = 200,000) | DTT-dependent redox cycling H2O2, phenol red/HRP absorbance; 100% = 100 µM peroxide control, 0% = buffer | AID 878 | activation, % at 10 µM;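 active means activation of at least 50% relative to the plate's high and low controls in the primary single-dose screen; inactive means activation below 50%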;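 further: compound incubated with DTT at 0.8 mM final as the reducing agent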
Hsp70 activator: transcriptional activators of Hsp70; activation, % at 10 µM; HeLa Hsp70 promoter luciferase reporter, luminescence; scaled: vehicle 0, proteasome-inhibitor control 100%; actives 0.04% (n = 200,000);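 active means activation above the mean across all tested compounds plus 3 SD, cutoff set per campaign, cut at about 5.5% in these data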;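 further: 100% = MG132 at 30 µM as the positive control and 0% = DMSO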
Diaphorase inh: counter-screen for diaphorase-based assays: diaphorase inhibitors and chemical oxidizers; diaphorase resazurin-to-resorufin fluorescence, NADH, 16 min; bacterial (C. kluyveri) enzyme, not human; inhibition, % at 20 µM; actives 0.69% (n = 190,000);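 active means primary screen inhibition at 20 µM above a set limit, cut at about 50% in these data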;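 further: plate controls were DMSO with full reaction for no effect and wells lacking NADH for full effect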
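Assay system – diaphorase enzyme from Clostridium kluyveri · Amount – diaphorase 0.14 U/mL (working solution) · Times – reaction incubation of 16 min at room temperature · Controls – No-NADH positive control and DMSO neutral control · Signal – resorufin fluorescence 544/590 nm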
TLR4-MyD88 BLA: blocks binding of human TLR4 to MyD88 | O00206+Q99836 | HeLa CL3-4 TLR4/MyD88 BLA complementation, FRET ratio | inhibition, % at 8.4 µM | actives 0.18% (n = 200,000); in the data active means inhibition above about 25%;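 further: 0% = vehicle and 100% = reference inhibitor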
Diaphorase act: diaphorase activation or chemical reduction counter-screen. Diaphorase/resazurin coupled assay, resorufin fluorescence, 16 min; hits give high values; 1 = vehicle wells, 0 = NADH-free wells. activation factor at 20 µM. actives 0.005% (n = 190,000). AID 1229;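 active means diaphorase activity raised at least twofold by the compound at 20 µM; inactive means activation factor below 2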
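Assay system: bacterial diaphorase enzyme (C. kluyveri) / Input: enzyme 0.07 U/mL final / Medium: 50 mM HEPES pH 7.4 with 4.542 mM MgCl2, 0.005% Tween 20 / Doses: single compound dose of 20 µM, 1% DMSO final / Incubation: 16 min enzyme reaction, ambient temperature / Signal: fluorescence, excitation 544 nm and emission 590 nm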
S1P3 antagonist: S1P3 (human) receptor antagonism; Q99500; CHO S1P3 NFAT-BLA reporter, FRET fluorescence, antagonist mode; inhibition, % at 4.98 µM; actives 0.27% (n = 170,000);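 active means inhibition above the plate cutoff, the mean inhibition of test wells on that plate plus 3 SD, cut at about 28% in these data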;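 further: cells challenged with S1P at its EC80 of 0.8 µM; blue over green emission ratio from cleaved BLA substrate after 4 h stimulation; 0% = S1P-stimulated wells and 100% = unstimulated DMSO-only wells; some compounds past the cut are filed as inactive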
Target sequence (Q99500 whole entry, looked up): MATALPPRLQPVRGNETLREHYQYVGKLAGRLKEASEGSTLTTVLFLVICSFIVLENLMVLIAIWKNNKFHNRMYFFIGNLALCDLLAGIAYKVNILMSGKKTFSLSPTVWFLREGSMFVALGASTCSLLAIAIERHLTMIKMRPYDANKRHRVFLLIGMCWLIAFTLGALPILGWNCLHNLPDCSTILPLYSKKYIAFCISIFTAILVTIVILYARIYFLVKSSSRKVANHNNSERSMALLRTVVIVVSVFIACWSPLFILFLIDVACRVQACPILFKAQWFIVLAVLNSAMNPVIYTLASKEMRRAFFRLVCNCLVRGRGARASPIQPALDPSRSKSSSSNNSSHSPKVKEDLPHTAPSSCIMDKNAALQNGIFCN
PMI act: increases human mannose-6-phosphate isomerase activity. P34949. purified human PMI, coupled resazurin fluorescence, 20 min; hits give high values; 1 = vehicle control, 0 substrate-free wells. activation factor at 20 µM. actives 0.005% (n = 190,000);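 active means activation factor of 2 or more at 20 µM, relative to plate controls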
Target sequence (P34949 whole entry, looked up): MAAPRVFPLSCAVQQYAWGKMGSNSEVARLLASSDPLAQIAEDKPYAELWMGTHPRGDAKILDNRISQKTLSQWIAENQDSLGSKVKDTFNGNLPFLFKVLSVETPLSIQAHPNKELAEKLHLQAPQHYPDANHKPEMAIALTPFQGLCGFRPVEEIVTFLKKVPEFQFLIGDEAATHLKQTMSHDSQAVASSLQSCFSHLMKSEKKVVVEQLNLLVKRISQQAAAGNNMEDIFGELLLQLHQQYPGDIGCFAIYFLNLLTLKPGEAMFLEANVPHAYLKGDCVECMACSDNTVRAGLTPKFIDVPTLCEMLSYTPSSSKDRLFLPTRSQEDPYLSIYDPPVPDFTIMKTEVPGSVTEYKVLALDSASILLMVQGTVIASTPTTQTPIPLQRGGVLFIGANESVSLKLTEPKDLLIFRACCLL
PMI act satM6P: activators of human phosphomannose isomerase at near-saturating mannose 6-phosphate. actives 0.34% (n = 190,000). P34949. coupled PMI enzyme assay, resazurin fluorescence, 20 min; hits give high values; 1 = untreated enzyme, 0 = substrate-free blank. activation factor at 20 µM;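 active means activation factor of 2 or more at 20 µM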
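assay system = human phosphomannose isomerase with PGI, G6PDH, diaphorase coupling enzymes | quantity = 15 ng/mL PMI | incubation = enzyme reaction with compound 20 min at room temperature | medium = HEPES pH 7.4 buffer with MgCl2 and Tween-20 | compound dosing = one concentration, 20 µM, in 1% DMSO | measured by = Diaphorase-driven resazurin-to-resorufin fluorescence, excitation 544, emission 590 nm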
RAM inhibit: inhibitors of the yeast RAM network; S. cerevisiae dse1pr::URA3 reporter, 5-FOA growth OD615, 2 d; analog-sensitive cbk1-as2 kinase mutant strain; inhibition, % at 50 µM; actives 1.8% (n = 190,000);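 active means inhibition above a set limit, 3 SD over mean compound inhibition, cut at about 8.4% in these data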;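 further: 0% = DMSO-only wells with no growth and 100% = 10 µM 1-NA-PP1 full growth; inhibition rescues growth on 5-FOA so higher OD means more RAM inhibition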
G6PDH counter: counter-screen for G6PDH assay hits: L. mesenteroides G6PDH inhibition; inhibition, % at 5 µM; Purified L. mesenteroides G6PDH, diaphorase/resazurin coupled fluorescence, 45 min; actives 0.12% (n = 200,000); AID 1020
An asterisk follows results filed as active; . = not tested or not shown. Unless noted, no stated cut-off is given here; in the data, active means inhibition above about 50%; inactive means the rest. No enrichment for hits; overall some 12% were active at least once.

SMILES	L major viab	DTT redox prof	Hsp70 activator	Diaphorase inh	TLR4-MyD88 BLA	Diaphorase act	S1P3 antagonist	PMI act	PMI act satM6P	RAM inhibit	G6PDH counter
COCCn1c(SCC(=O)NCc2ccccc2)nnc1-c1ccco1	-5.8	2.7	-0.1	-0.3	8.9	1	.	1	1.1	-0.4	8.9
COc1ccc2c(c1)CCN(C(=O)CCl)C2C1C(=O)CCCC1=O (stereo unspecified)	28.8	0.0	-0.3	3.6	-15.2	1	-15.2	1.2	1.2	1.1	-3.2
CCC(=O)NC(=S)Nc1cccc(NC(=O)c2ccccc2)c1	-1.1	1.1	0.0	0.3	-9.5	1	9.9	1	1	4.8	-4.3
Cc1cc(/C=C(\C#N)C(=O)NCC2CCCO2)c(C)n1-c1ccc(Cl)cc1 (stereo unspecified)	6.2	-8.0	-0.2	19.4	-3.2	0.8	.	0.8	0.9	1.0	1.0
CC(C)CNC(=O)c1ccc(COc2ccc(Cl)cc2Cl)o1	18.4	3.4	0.0	18.9	-10.6	0.8	.	1.1	1.1	2.0	0.0
Cc1ccnc(NC(=O)/C=C/c2ccccc2[N+](=O)[O-])c1	3.0	-0.5	0.3	14.4	8.5	0.9	7.2	0.8	0.7	1.3	4.9
CCN(CC(=O)Nc1ccc(NC(C)=O)cc1)c1ccc(C(F)(F)F)cn1	-6.8	-0.2	0.0	6.6	0.2	0.9	7.7	1	1.1	1.6	9.9
O=C(CCC1CCCN(Cc2ccc3c(c2)OCCO3)C1)NCc1ccc(F)c(F)c1 (stereo unspecified)	73.1*	-1.2	-0.2	14.9	-4.9	0.9	-10.8	0.9	1	-0.1	6.8
COc1cccc(-c2cc3nc4c(c(N5CCC6(CC5)OCCO6)n3n2)CCC4)c1	26.7	0.1	-0.5	40.9	-5.8	0.6	-8.8	0.8	0.9	0.3	6.8
Nc1nc(Br)c2c(F)cccc2c1-c1ccc(Cl)cc1	-1.1	2.4	-0.1	20.0	13.8	0.8	.	0.8	0.8	5.8	1.3
N#CC1=C(SCC(=O)Nc2ccccc2)NC(=O)CC1c1ccco1 (stereo unspecified)	-5.1	-1.8	0.1	.	5.8	.	.	.	.	3.0	.
Cc1ccnc(NS(=O)(=O)c2ccc(NC(=O)c3cc(-c4ccc(Br)cc4)nc4ccccc34)cc2)n1	-5.7	0.0	-0.2	6.5	-10.3	0.9	-6.8	1.1	1	5.7	0.6
CCOc1ccc(NC(=S)NC(C)C(c2ccccc2)N2CCN(C)CC2)cc1 (stereo unspecified)	-7.0	-0.1	-0.4	9.4	-20.2	0.9	-10.2	0.9	0.9	0.9	13.7
CC(C)N1CC2(c3ccccc3)CN(C(C)C)CC(c3ccccc3)(C1)C2=O	-6.4	-2.8	-0.2	19.5	-0.1	0.8	.	1	1	0.5	2.4
Cc1c(NC(=O)/C(C#N)=C/c2ccccc2)c(=O)n(-c2ccccc2)n1C	-0.8	-1.8	-0.2	4.1	-11.2	1	18.0	1	0.9	1.4	7.1
CC(C)NCCOc1cccc(Br)c1	-2.3	0.7	0.8	4.6	-3.6	1	.	1.1	1.1	-0.1	3.3
CCc1ccc(-c2nc(CN3CCC(C(=O)N4CCN(c5ccccn5)CC4)CC3)c(C)o2)cc1	83.9*	1.1	-0.3	3.0	2.9	1	-8.8	0.9	1	1.3	-3.7
CCOc1ncccc1C(=O)OCC(=O)NC1CC1	4.9	-1.9	-0.4	10.7	-2.1	0.9	-9.4	1	1	-1.0	1.4
N/C(=N\OS(=O)(=O)c1ccc2ccccc2c1)c1ccncc1	5.7	-0.1	-0.4	8.9	18.5	0.9	.	1	1	1.6	-0.8
Cc1csc(NC(=O)C(CC(C)C)NS(=O)(=O)c2ccc3c(c2)oc(=O)n3C)n1 (stereo unspecified)	-6.2	-0.3	-0.2	6.8	5.0	0.9	-17.1	1	1	0.7	4.5
CC(=O)Nc1ccc(S(=O)(=O)NC(CC(=O)NCCCN2CCOCC2)C(C)C)cc1 (stereo unspecified)	-4.8	1.6	0.1	6.1	-12.5	0.9	-1.5	1	0.9	1.5	11.8
O=C1NC(c2ccccc2)(C(F)(F)F)SC2=NCCCN12 (stereo unspecified)	-1.9	-0.3	-0.3	-0.5	-3.5	1	.	0.9	1	1.8	-4.2
O=C(C1CC2C=CC1C2)N1CCN(c2ccccc2)CC1 (stereo unspecified)	11.2	0.4	-0.2	2.3	-3.4	1	-17.1	1	1	0.5	5.8
Cc1ccc(-c2nnc(Nc3ccc(C(=O)N(C)C)cc3)c3ccccc23)cc1S(=O)(=O)NCC1CCCO1 (stereo unspecified)	-5.8	0.8	-0.1	7.0	-8.6	0.9	-9.9	0.9	1	0.6	-17.9
CC(C)C(NC(=O)c1ccccc1)C(=O)NCC(c1ccccc1)N(C)C (stereo unspecified)	-4.3	-0.4	-0.1	-0.7	-7.3	1	-21.7	1.1	1	1.9	4.1
CC1(C)CC(n2c(=S)[nH]c3ccccc3c2=O)CCO1 (stereo unspecified)	-3.5	-0.3	-0.3	20.5	-12.7	0.8	14.2	0.9	0.9	4.6	-17.3
CCCCN(CCCNC(=O)C1CCN(S(=O)(=O)CC)CC1)c1ccccc1	1.5	-2.1	-0.1	10.1	4.0	0.9	24.2	1	0.8	-0.5	12.3
O=[N+]([O-])c1ccc(OCCN2CCNCC2)cc1	99.0*	0.8	0.5	13.1	-10.3	0.9	-11.7	1	1.1	3.0	5.6
O=c1[nH]c(CN2CCN(c3ccccc3)CC2)nc2ccccc12	-4.9	-0.1	0.3	0.7	3.2	1	-25.2	1.1	1.1	1.3	7.6
COC(=O)CSc1nc(-c2ccc(C)cc2)c2c(c1C#N)CCCC2	-2.2	0.1	-0.3	21.9	-1.3	0.8	.	0.8	0.9	1.4	6.9
OCCC1CN(Cc2cccn2-c2cccnc2)CCN1C1CCCCC1 (stereo unspecified)	-1.4	-0.7	-0.3	-5.8	-3.8	1.1	-15.0	1	1	-0.1	-2.2
CCOC(=O)CC(NC(=O)c1cccs1)c1ccc(OCC)cc1 (stereo unspecified)	10.7	0.3	0.5	-0.9	-3.2	1	.	0.9	1	-0.3	3.1
COc1cc(-c2cccs2)cc(=O)c2c(C)oc(C)c12	5.5	-0.4	-0.2	17.7	-13.6	0.8	-7.1	1.6	1.5	1.1	5.9
CCCCCCCCCC(=O)N/N=C(\C)c1cccnc1	0.6	0.6	-0.2	3.8	0.2	1	.	1	1.1	-1.7	7.5
O=C(Cn1cnnn1)Nc1ccccc1Cc1ccccc1	-1.8	-0.5	0.3	.	-2.3	.	-2.7	.	.	2.7	.
CSc1nc(C)c2cc(C)oc2n1	-2.5	-0.9	-0.5	-1.2	-12.9	1	-29.6	0.9	1	0.9	6.1
C/C(=N/OCC(=O)Nc1ccccc1)c1cccs1	6.2	2.2	-0.1	9.1	6.9	0.9	.	0.9	0.9	0.3	1.8
c1sc2[n+](c1C13CC4CC(CC(C4)C1)C3)CCS2	-2.6	0.5	-0.5	-7.9	-6.4	1.1	-19.2	1.1	1.1	1.4	1.6
CCc1cccc(NC(=O)COc2ccccc2)c1	-1.5	0.6	-0.2	17.9	-8.5	0.8	.	0.9	1	-0.3	3.7
COc1cccc(C(=O)CSc2nnnn2C2CCCCC2)c1	-6.5	0.0	0.0	13.5	0.2	0.9	.	0.9	1	1.4	14.3

In the list so far, these contain two or more sulfur atoms.
SMILES	L major viab	DTT redox prof	Hsp70 activator	Diaphorase inh	TLR4-MyD88 BLA	Diaphorase act	S1P3 antagonist	PMI act	PMI act satM6P	RAM inhibit	G6PDH counter
Cc1csc(NC(=O)C(CC(C)C)NS(=O)(=O)c2ccc3c(c2)oc(=O)n3C)n1 (stereo unspecified)	-6.2	-0.3	-0.2	6.8	5.0	0.9	-17.1	1	1	0.7	4.5
c1sc2[n+](c1C13CC4CC(CC(C4)C1)C3)CCS2	-2.6	0.5	-0.5	-7.9	-6.4	1.1	-19.2	1.1	1.1	1.4	1.6

Other records
SMILES	L major viab	DTT redox prof	Hsp70 activator	Diaphorase inh	TLR4-MyD88 BLA	Diaphorase act	S1P3 antagonist	PMI act	PMI act satM6P	RAM inhibit	G6PDH counter
Cc1ccccc1C(=O)NC1CCN(CC(=O)Nc2ccc3c(c2)OCCO3)CC1	90.2*	-0.1	0.1	2.1	-3.9	1	-11.1	1.1	1.1	-0.8	8.4
CCOc1ccccc1NC(=O)CCSc1nc2n[nH]c(C)c2c(=N)n1-c1ccccc1Cl	8.0	-2.1	0.0	11.5	15.8	0.9	.	0.8	0.8	2.4	-31.1
Cc1ccc(NC(=O)Cn2nc(C)c([N+](=O)[O-])c2C)cc1C	4.9	0.3	-0.1	7.2	-7.0	0.9	5.0	1	0.9	2.5	18.3
N/C(=C/C(=O)c1ccccc1O)C(F)(F)F	-4.5	0.4	-0.1	1.6	4.1	1	2.7	0.9	1.1	0.6	6.9
O=C(O)CSc1nnc(SCc2cccc3ccccc23)s1	-0.9	0.8	0.4	16.6	-2.5	0.8	.	1	1	-1.9	-4.1
CCn1ccnc1CN(C)Cc1nc(CCC(C)C)no1	-3.3	-1.1	-0.4	18.1	-7.6	0.8	7.7	0.9	0.8	-0.8	11.4
O=S(=O)(NCCc1nnc2ccc(SCc3cccnc3)nn12)c1ccccc1	3.5	0.0	0.1	14.8	10.5	0.9	-3.1	1.1	1	2.0	2.0
Cc1c(Cl)cccc1NC(=O)CCCN1C(=O)c2cccnc2C1=O	0.1	4.5	-0.6	11.7	1.8	0.9	-9.1	1.1	1.1	0.7	1.9
COC(=O)c1c(NC(=O)CN(c2ccccc2)S(C)(=O)=O)sc2c1CCCC2	12.7	-0.7	-0.2	24.3	10.7	0.8	18.5	0.9	0.9	7.2	1.8
Cc1ccc(SCC(=O)Nc2ccc(N3CCN(C)CC3)c(F)c2)c(C)c1	100.1*	-0.3	-0.1	-3.0	13.3	1	-17.2	1.1	1.1	-0.1	10.8
CCOc1nc(NC(=O)NC(=O)c2ccccc2)nc(-c2ccccc2)n1	-4.5	-0.1	-0.1	5.4	9.0	0.9	-2.1	0.9	1.1	3.0	-16.1

Screening results deposited in PubChem BioAssay by several laboratories.
